Screening data from PubChem.
Kir21 block – inhibitors of mouse Kir2.1 inward-rectifier potassium channel | P35561 | HEK293-Kir2.1, FluxOR thallium flux fluorescence; hits give low values | B-score at 10 µM | 310,000 tested, 0.85% active | AID 1672;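 active = fluorescence ratio B-score at or below minus 3 SD of library scores, with starting-brightness B-score within 2 SD, cut at about -4.2 in these data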;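 also: channel flux triggered by added potassium and thallium sulfate stimulus; B-score of peak minus minimum fluorescence over baseline after thallium stimulus; more negative B-score means stronger Kir2.1 block with less thallium influx; some compounds called inactive have numbers as strong as hits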
Target sequence (P35561 whole entry, looked up): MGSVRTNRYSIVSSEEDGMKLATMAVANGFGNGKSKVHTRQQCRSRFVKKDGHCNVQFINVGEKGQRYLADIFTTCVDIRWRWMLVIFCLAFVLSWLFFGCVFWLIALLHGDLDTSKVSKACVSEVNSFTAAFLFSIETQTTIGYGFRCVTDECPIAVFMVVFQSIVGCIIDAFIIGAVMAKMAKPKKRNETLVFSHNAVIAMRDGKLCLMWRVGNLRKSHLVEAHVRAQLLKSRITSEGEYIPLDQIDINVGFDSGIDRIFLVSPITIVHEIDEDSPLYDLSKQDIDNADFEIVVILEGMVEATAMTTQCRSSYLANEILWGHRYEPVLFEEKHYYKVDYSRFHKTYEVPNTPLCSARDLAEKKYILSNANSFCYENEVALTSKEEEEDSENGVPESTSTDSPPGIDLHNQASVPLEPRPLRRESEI
STK33 kinase inh – inhibitors of human STK33 kinase; Q9BYT3; purified STK33, MBP phosphorylation, ADP-Glo luminescence; inhibition, % at 10 µM; 320,000 tested, 0.073% active; AID 2661;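 active = inhibition at or above 25%, using the most active replicate where run in duplicate; inactive = inhibition below 25%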
Target sequence (Q9BYT3 whole entry, looked up): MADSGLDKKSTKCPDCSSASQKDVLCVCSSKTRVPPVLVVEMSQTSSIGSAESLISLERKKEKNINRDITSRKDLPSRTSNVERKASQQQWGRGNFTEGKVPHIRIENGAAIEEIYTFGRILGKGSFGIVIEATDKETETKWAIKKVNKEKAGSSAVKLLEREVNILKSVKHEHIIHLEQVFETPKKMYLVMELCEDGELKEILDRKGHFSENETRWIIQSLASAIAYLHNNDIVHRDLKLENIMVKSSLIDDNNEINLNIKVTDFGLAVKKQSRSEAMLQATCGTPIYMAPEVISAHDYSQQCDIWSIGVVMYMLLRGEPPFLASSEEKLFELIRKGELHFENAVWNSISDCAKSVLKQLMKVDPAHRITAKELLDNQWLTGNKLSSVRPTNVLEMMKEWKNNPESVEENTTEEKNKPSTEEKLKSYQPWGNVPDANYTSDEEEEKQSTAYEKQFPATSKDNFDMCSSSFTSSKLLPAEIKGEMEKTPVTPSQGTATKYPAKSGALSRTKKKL
* hit, by the source's call; x = no result given.

SMILES	Kir21 block	STK33 kinase inh
CCOC(=O)c1ccc2nc(C)c(CC)c(Cl)c2c1	0.23	0.9
Cc1coc2c1c(C)cc1oc(=O)c(CC(=O)N[C@@H](CC(C)C)C(=O)O)c(C)c12	1.28	-0.2
O=C(Nc1ccccc1)c1cccc(N2C(=O)C3C4C=CC(C5CC45)C3C2=O)c1 (stereo not given)	0	-1.1
C[C@@H]1CN([C@H](C)CO)C(=O)Cc2cc(NC(=O)CCC(F)(F)F)ccc2O[C@@H]1CN(C)C(=O)Nc1ccccc1	x	0.0
O=C(NNC(=O)c1ccccc1F)c1ccc2[nH]c(=O)c(=O)[nH]c2c1	-0.45	-0.2
Cc1ccc2nc(N(CCCN(C)C)C(=O)c3cc(-c4cccs4)nc4ccccc34)sc2c1	-1.16	3.3
COc1cc(OC)cc(-n2nnnc2SCC(=O)NC2CCCC2)c1	0.01	2.5
COCCNC(=O)c1cn(C)c2ccccc2c1=O	2.14	-0.2
Cc1nc2sccn2c(=O)c1CCN1CCC(=C(c2ccccc2)c2ccc(F)cc2)CC1	1.12	0.1
COc1cc(OC)c(C2C(C#N)=C(C)NC(C)=C2C#N)c(C(=O)O)c1	1.2	-1.8
Cc1nn(CCCC(=O)Nc2cccnc2Cl)c(C)c1[N+](=O)[O-]	-0.8	-0.9
O=C(O)c1cnc(-c2ccccc2)nc1Oc1ccc(Cl)cc1	-0.4	-0.5
Cc1cccc(CCNC(=O)c2cccc3c2C(=O)N(C2CCCCC2)C3)c1	0.03	-0.2
COc1ccc(-c2csc(NC(=O)CN3C(=O)NC4(CCCC4)C3=O)n2)cc1OC	1.54	0.0
Cc1ccccc1C(=O)NNC(=S)NC(=O)c1ccc(Cl)cc1Cl	1.44	1.8
Cc1cnc(CN(C)Cc2c(C(=O)N3CCc4ccccc4C3)nc3ccc(Cl)cn23)[nH]1	-2.68	-1.3
Cc1ccc(-c2nc(CS(=O)(=O)CC(=O)Nc3cc(F)ccc3F)c(C)o2)cc1	-1.35	-2.2
O=C(O)CN1C(=O)COc2cc(S(=O)(=O)N3CCCC3)ccc21	0.44	1.3
COc1ccc(NC(=O)C2CCOC2=O)cc1 (stereo not given)	1.41	-0.1
Cc1ccc(NC(=O)Cn2cnc3c(=O)n(C)c(=O)n(C)c32)c(C)c1	1.31	-0.8
CCOC(=O)COc1ccc(S(=O)(=O)NCc2cccnc2)cc1	-1.15	-0.5
Cc1ccc2cccc(S(=O)(=O)n3nc(C)cc3C)c2n1	0.55	-0.7
COc1ccc(Cl)cc1NC(=O)CSc1nnc(Cn2c(=O)sc3ccccc32)n1C	x	-0.1
CC(=O)NCCc1ccc(S(=O)(=O)N2CCN(c3nc(-c4ccccc4)c(C)s3)CC2)cc1	-0.08	-0.1
Cc1nn(-c2ccc([N+](=O)[O-])cc2)c2c1C(c1ccc(OC(F)F)cc1)N1C(=N2)C(=O)Nc2ccccc21 (stereo not given)	1.52	-1.5
Cc1ccc(-n2nc3c(c2NC(=O)c2ccc4c(c2)OCO4)CS(=O)(=O)C3)cc1C	0	-3.1
CC(=O)Nc1ccc(-c2csc(NCc3ccccc3)n2)cc1	-0.01	-0.6
Cc1ccc(NC(=O)Cc2nn(C)c(=O)c3ccccc23)cc1F	-0.82	0.9
CC(C)NC(=O)C1CCN(C2CCN(C(=O)C3=CCCC3)CC2)CC1	-1.4	-0.6
O=C(Nc1cccc(O)c1)c1ccc(Br)cc1	1.02	-1.0
O=C(CSc1nc2[nH]ncc2c(=O)n1-c1ccccc1)N1CCCc2ccccc21	-0.4	-0.4
Cc1cc(NS(=O)(=O)c2ccc(NC(=O)CCCOc3ccc(Cl)cc3)cc2)no1	0.42	-3.0
CC1CCN(CC(=O)c2c[nH]c3ccccc23)CC1	0.49	0.6
C/C(=C\C(=O)c1c(O)cc(C)oc1=O)N(C)C	-0.55	-0.5
Cc1onc(-c2c(Cl)cccc2Cl)c1C(=O)NCc1ccccn1	1.07	-0.5
Cn1ncc2c(NNC(=O)c3ccccc3Cl)ncnc21	1.35	0.0
CNC(=O)CSc1nnnn1CCCOC	-0.42	-0.2
COc1ccc2c(C#CCCO)c(-c3ccc(S(C)(=O)=O)cc3)sc2c1	x	-0.6
O=C(c1ccco1)N1CCN(C(c2ccccn2)c2nnnn2C2CCCC2)CC1 (stereo not given)	-0.78	-2.2
CCOc1ccccc1NC(=O)c1cccnc1	0.14	-1.7
Cc1ccc(NC(=O)COC(=O)Cc2csc(-c3cccc(F)c3)n2)cc1C	-1.09	-1.6
O=C(NCCc1ccc(Cl)cc1)c1ccc2nccnc2c1	0.05	0.1
CCOC(=O)C1=C(C)OC(N)=C(C#N)C1c1cc(OC)c2c(c1)OCO2 (stereo not given)	-1.41	1.0
Cc1cc(=O)oc2cc(OC(C)C(=O)NCC3CCCO3)ccc12 (stereo not given)	0	-0.4
O=S(=O)(c1cccc(F)c1)N1CCN(c2nc(-c3cccnc3)nc3ccccc23)CC1	x	0.8
COc1ccccc1CN(C)C(C)C(=O)Nc1cccc(C(C)=O)c1 (stereo not given)	-0.48	-1.0
C#CCSc1n[nH]c(-c2ccco2)n1	2.94	-1.1
CC(C)(C)C(=O)Nc1nc2c(s1)COc1ccccc1-2	-1.8	-0.7
CC(C)n1c(N2CCN(S(=O)(=O)c3cccc([N+](=O)[O-])c3)CC2)nc2ccccc21	-0.44	-0.4
Cc1ccc(-n2c(C)cc(/C=N\NC(=O)CC(=O)NC(C)C)c2C)cc1	0.3	-2.8
COc1cccc(N2CCN(S(=O)(=O)c3ccc4nc(-c5ccccc5)[nH]c4c3)CC2)c1	1.03	0.4
CC(=O)OCCN1C(=O)c2cccnc2C1=O	-1.16	0.2
CCN(C(=O)COC(=O)c1c(NC(C)=O)sc(C)c1C)C1CCS(=O)(=O)C1 (stereo not given)	-0.28	-0.6
CCN(CC)CC(O)COc1ccccc1C(=O)CCc1ccccc1 (stereo not given)	0	-1.1
c1ccc(CCNc2nnnn2-c2ccccc2)cc1	0.35	0.2
CS(=O)(=O)c1ccc(Sc2nc3ccccc3[nH]2)c([N+](=O)[O-])c1	-0.15	-0.5
O=C(CSc1nc2ccc(Cl)cc2[nH]1)NCCc1ccccc1	-0.41	4.5
O=S(=O)(Nc1ccccc1OC(F)F)c1ccc(S(=O)(=O)N2CCCC2)cc1	x	-1.5
COc1ccc(NC(=O)N(C)C[C@@H]2Oc3c(NC(=O)Nc4c(C)noc4C)cccc3C(=O)N([C@@H](C)CO)C[C@@H]2C)cc1	x	-0.8
O=C(O)c1cc(S(=O)(=O)O)ccc1O	0.92	-1.5
(continued)
SMILES	Kir21 block	STK33 kinase inh
O=C(NC1CCCCC1)N1CCc2ccccc21	0.62	0.8
CC(C)C(=O)Nc1ccc(NC(=O)c2cccc(F)c2)cn1	0.93	-2.1
O=C(O)c1ccc2c(c1)C(=O)/C(=C\c1ccco1)C2=O	0.06	-2.9
O=C(Nc1ccccc1SCC1CSc2nc3ccccc3c(=O)n21)c1cccc(Cl)c1 (stereo not given)	0	-0.2
CC1COc2ccccc2N1C(=O)c1ccc(Cl)nc1 (stereo not given)	-0.02	-2.1
C[C@H](O)Cc1cn(-c2cc3cc(C#Cc4ccsc4)ccc3oc2=O)nn1	x	-0.9
Cc1cc2ccccc2c(=O)n1CC(=O)NCC(=O)N1CCCC1	-0.36	-0.8
CCCN1C(=O)c2cc(C(=O)Nc3ccccc3C)ccc2C1Nc1ccccc1C (stereo not given)	1.56	-1.1
CCN1CCN(CCCOc2ccc(Cl)cc2Br)CC1	-1.21	-0.1
Cc1cc(Cl)ccc1NC(=S)NCCc1ccc(S(N)(=O)=O)cc1	-3.27	1.5
COc1cc(CC(=O)OCC(=O)N(C)C2CCCCC2)cc(OC)c1OC	x	-0.5
COc1ccc(OC)c(NC(=O)CC(NCCC2=CCCCC2)C(=O)O)c1 (stereo not given)	0.91	x

3 entries already listed, ordered by the number in Kir21 block, smallest number first:
SMILES	Kir21 block	STK33 kinase inh
Cc1cc2ccccc2c(=O)n1CC(=O)NCC(=O)N1CCCC1	-0.36	-0.8
CC1COc2ccccc2N1C(=O)c1ccc(Cl)nc1 (stereo not given)	-0.02	-2.1
CCCN1C(=O)c2cc(C(=O)Nc3ccccc3C)ccc2C1Nc1ccccc1C (stereo not given)	1.56	-1.1

Single values from the results shown:
O=C(O)c1ccc2c(c1)C(=O)/C(=C\c1ccco1)C2=O @ STK33 kinase inh = -2.9
CCN1CCN(CCCOc2ccc(Cl)cc2Br)CC1 @ STK33 kinase inh = -0.1

Given with each value named: four of the compounds above
canonical_smiles: C[C@H](O)Cc1cn(-c2cc3cc(C#Cc4ccsc4)ccc3oc2=O)nn1
  Kir21 block: x
  STK33 kinase inh: -0.9
canonical_smiles: Cc1cc2ccccc2c(=O)n1CC(=O)NCC(=O)N1CCCC1
  Kir21 block: -0.36
  STK33 kinase inh: -0.8
canonical_smiles: CCCN1C(=O)c2cc(C(=O)Nc3ccccc3C)ccc2C1Nc1ccccc1C (stereo not given)
  Kir21 block: 1.56
  STK33 kinase inh: -1.1
canonical_smiles: CCN1CCN(CCCOc2ccc(Cl)cc2Br)CC1
  Kir21 block: -1.21
  STK33 kinase inh: -0.1

Remaining list, next part.
SMILES	Kir21 block	STK33 kinase inh
CN(C(=O)c1ccc(OC2CCN(Cc3ccccn3)CC2)cc1)C1CCCCC1	-2.04	-0.6
Cc1[nH]n(-c2ccccc2)c(=O)c1CCO	1.19	-0.6
COc1ccc(Cl)cc1S(=O)(=O)n1cnc2ccccc21	0.34	-0.1
COCCN(CCOC)S(=O)(=O)c1ccc(C(=O)Nc2nnc(COC)o2)cc1	-1.01	-1.1
COc1ccc(OC)c(Nc2nc(-c3sc(NC(=O)C(C)(C)C)nc3C)cs2)c1	1.61	0.0
CN(C)S(=O)(=O)N1CCN(CC(=O)Nc2ccc(F)cc2)CC1	-0.07	-1.5
COCCN(C(=O)COC(=O)/C=C/c1ccco1)c1c(N)n(Cc2ccccc2)c(=O)[nH]c1=O	0.04	6.6
O=[N+]([O-])c1ccc(NCCCN2CCOCC2)c(Cl)c1	-1.8	-0.9
O=C(CN1C(=O)NC2(CCCC2)C1=O)N1CCN(c2cccc(C(F)(F)F)c2)CC1	1.75	-2.7
Cc1cnc(C)c(N2CCC(C(=O)NCc3cccs3)CC2)n1	-1.36	0.0
Cn1c(Cn2c(=O)sc3ccccc32)nnc1SCC(=O)N1CCN(c2ccccc2)CC1	0.44	-1.2
CN(C)/C=C(\c1cnc(Cl)s1)S(=O)(=O)c1ccccc1	-1.08	x

Entries listed so far that contain bromine:
SMILES	Kir21 block	STK33 kinase inh
O=C(Nc1cccc(O)c1)c1ccc(Br)cc1	1.02	-1.0
CCN1CCN(CCCOc2ccc(Cl)cc2Br)CC1	-1.21	-0.1

Continuation:
SMILES	Kir21 block	STK33 kinase inh
CC(C)[C@H](CN1CCC[C@H]1CN1C(N)=NC[C@H]1C(C)C)N1C[C@@H](Cc2ccccc2)N(CCCC2CCCC2)C1=N	x	-0.8
CS(=O)(=O)c1ccc(C(=O)OCC(=O)Nc2cccnc2Cl)cc1[N+](=O)[O-]	x	-0.5
CC(C)CNC(=S)N(CCO)Cc1cc2cc3c(cc2[nH]c1=O)OCO3	1.77	-1.6
Cc1onc(-c2c(Cl)cccc2Cl)c1C(=O)NC(C)(C)CO	0.86	-0.4
CCc1ccc(NC(=O)COC(=O)CC2CCCC2)cc1	x	-0.5
O=C1CNC(=S)N1c1nc2ccccc2s1	-0.98	0.8
Cc1cc(C)n2cc(CSCc3ccco3)nc2n1	-0.17	-0.1
Cc1ccc(C(=O)Nc2ccc3c(c2)C(=O)N(C)C3=O)c(C)c1	1.45	-1.3
CCOc1ccccc1N1CCN(C(=O)CCNS(=O)(=O)c2ccccc2F)CC1	0.01	1.1
CCOC(=O)C1CCN(C(=O)c2cc3cc(C)ccc3[nH]2)CC1	0.02	-1.6
CCOc1ccc(OCC)c(NC(=O)C2CCCN(C(=O)c3ccc(Cl)cc3)C2)c1 (stereo not given)	x	1.5
C=CCNC(=O)c1cc(-c2ccncc2)nc2c(C)cc(C)cc12	-1.33	0.0
COc1ccccc1NS(=O)(=O)c1cccc(NC(=O)Cc2cccs2)c1	-1.48	-0.7
Nc1cc(C(=O)OCC(=O)NCCNC(=O)COC(=O)c2ccc(Cl)c(N)c2)ccc1Cl	0.98	-1.4
CCN(CC(=O)Nc1ccccc1C(F)(F)F)CC(=O)NC1CC1	x	-2.1
O=C(c1cnn(C(=O)CN2CCCC2=O)c1)c1ccccc1O	x	3.1
Cc1ccc2c(C(=O)CNc3nncs3)c(C)[nH]c2c1	1.41	6.3
Cc1cc(OCC(=O)Nc2ccccc2C)no1	x	0.6
O=C(Nc1ccc(F)cc1F)N1CCCCCC1	0.25	2.5
[O-]/C(=C(\C(=S)NCCN1CCOCC1)[n+]1ccccc1)c1ccc(Cl)s1	0.03	-1.5
Clc1ccc(-c2nc3ncccn3c2Nc2ccc3c(c2)OCCO3)cc1	0.22	-0.9
CC(Sc1nc(-c2ccccc2)nc2c1COC(C)(C)C2)C(=O)N1CCOCC1 (stereo not given)	0.87	-0.8
O=C(O)CN1C(=O)C2C3CC(C2C1=O)C1C(c2ccccc2)c2sc(=O)[nH]c2SC31 (stereo not given)	0	0.7
O=C(O)c1ccc(O)c(O)c1	-0.5	-0.3
O=C1Nc2ccc([N+](=O)[O-])cc2OC1CCN1CCN(c2ccccc2)CC1 (stereo not given)	1.01	-0.5
CC1=CC(C)(C)N2C(=O)C3(NCCc4c3[nH]c3ccccc43)c3cc(C)cc1c32 (stereo not given)	-0.32	-0.4
Cc1cc(CNC(=O)COC(=O)c2ccc(Cl)c(N)c2)cc(C)c1O	-1.38	-1.4
c1ccc(SCc2nc(-c3cccnc3)no2)cc1	2.13	0.8
CCCCn1c(SCC(=O)NC2CCS(=O)(=O)C2)nc2ccccc2c1=O (stereo not given)	1.17	-1.0
Cc1cccc(C(=O)N[C@H](C(=O)NCc2cccs2)C(C)C)c1	x	-0.7

Compounds as they come; 0.84% or so of the library scored in one or more.
